From PubChem
Jurkat tox 60K: cytotoxic compounds reducing Jurkat cell viability; 56,000 tested, 1.2% active; AID 463; inhibition, % at 4 µM; Jurkat E6.1 viability, ATP luminescence, 48 h;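 active means inhibition above the mean inhibition of all tested compounds plus 3 SD, cut at about 28% in these data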
5-HT1A blocker: 5-HT1a (human) receptor antagonism | P08908 | inhibition, % at 10 µM | 62,000 tested, 0.68% active | CHO 5-HT1a Ga15 NFAT-bla reporter, antagonist mode;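 active means inhibition above the mean of all tested compounds plus 3 SD, cut at about 43% in these data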;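 further: receptor stimulated by 5-CT agonist at 100 nM near EC80; beta-lactamase reporter measured by ratiometric fluorescence of a cleavable substrate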
Target sequence (P08908 whole entry, looked up): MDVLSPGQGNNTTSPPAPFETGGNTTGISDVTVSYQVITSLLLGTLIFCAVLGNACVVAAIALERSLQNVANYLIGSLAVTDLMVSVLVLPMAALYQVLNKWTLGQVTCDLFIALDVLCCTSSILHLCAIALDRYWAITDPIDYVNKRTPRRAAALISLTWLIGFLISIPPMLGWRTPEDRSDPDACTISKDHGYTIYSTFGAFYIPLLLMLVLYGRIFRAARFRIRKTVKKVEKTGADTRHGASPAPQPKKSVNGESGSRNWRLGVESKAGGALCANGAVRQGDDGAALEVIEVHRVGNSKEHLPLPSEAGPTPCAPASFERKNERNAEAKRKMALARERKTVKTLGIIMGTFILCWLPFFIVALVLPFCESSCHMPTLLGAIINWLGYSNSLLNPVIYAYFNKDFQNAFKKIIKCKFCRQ
HEK293 NFkB inh: inhibitors of the PMA/ionomycin-induced NF-kB reporter in HEK293 cells. inhibition, % at 3 µM. 62,000 tested, 0.21% active. HEK-293 NF-kB luciferase reporter, luminescence;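 active means inhibition above the mean of all tested compounds plus 3 SD, cut at about 40% in these data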;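 further: 0% = stimulated DMSO wells and 100% = 10 µM reference inhibitor 5653914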
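Timing: 1 h pretreatment, 16 h stimulation, 37 °C; system: HEK-293 cells with stable firefly luciferase reporter driven by four HIV NF-kB elements; doses: 3 µM once, 0.30% DMSO; measured by: luciferase luminescence; control set: DMSO and 10 µM reference inhibitor; repeats: single test; reagent: PMA plus ionomycin mix as NF-kB-activating stimulus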
5HT1E antag: antagonists of human 5-HT1E serotonin receptor. inhibition, % at 6 µM. CHO 5-HT1E Ga15 NFAT-bla reporter, FRET, antagonist. 65,000 tested, 0.99% active. P28566;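 active means inhibition above a set limit, the mean inhibition across every tested compound plus 3 SD, cut at about 29% in these data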;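 further: signal is the 460 over 535 nm emission ratio of beta-lactamase substrate; 0% = agonist plus DMSO wells and 100% = wells without agonist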
5HT1a ag: 5-HT1a (human) receptor agonism. P08908. CHO 5-HT1a Ga15 NFAT-bla reporter, FRET ratio; 0% basal, 100% maximal reference agonist. activation, % at 10 µM. 65,000 tested, 0.56% active. AID 567;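 active means activation above the screen-wide mean activation plus 3 SD, cut at about 19% in these data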;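 further: 0% = DMSO wells and 100% = 5-CT at EC100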
HTR1E agonist: activates the human 5-HT1E serotonin receptor | activation, % at 6 µM | P28566 | 65,000 tested, 0.69% active | CHO 5-HT1E Ga15 NFAT-bla reporter, FRET; 0% DMSO wells, 100% control agonist wells | AID 574;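 active means activation above a set limit, the screen-wide mean activation plus 3 SD, cut at about 8.5% in these data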;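 further: 100% = positive control agonist at 1 µM giving full maximal response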
S1P3 ag: activates the human S1P3 receptor | Q99500 | S1P3 NFAT-BLA reporter cells, agonism, FRET ratio; relative to 1 µM S1P, basal subtracted | activation, % at 4.5 µM | 60,000 tested, 0.1% active;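 active means activation above the screen-wide mean plus 3 SD, cut at about 4.5% in these data, passing the limit was not always enough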; further: some compounds called inactive have numbers as strong as hits
Target sequence (Q99500 whole entry, looked up): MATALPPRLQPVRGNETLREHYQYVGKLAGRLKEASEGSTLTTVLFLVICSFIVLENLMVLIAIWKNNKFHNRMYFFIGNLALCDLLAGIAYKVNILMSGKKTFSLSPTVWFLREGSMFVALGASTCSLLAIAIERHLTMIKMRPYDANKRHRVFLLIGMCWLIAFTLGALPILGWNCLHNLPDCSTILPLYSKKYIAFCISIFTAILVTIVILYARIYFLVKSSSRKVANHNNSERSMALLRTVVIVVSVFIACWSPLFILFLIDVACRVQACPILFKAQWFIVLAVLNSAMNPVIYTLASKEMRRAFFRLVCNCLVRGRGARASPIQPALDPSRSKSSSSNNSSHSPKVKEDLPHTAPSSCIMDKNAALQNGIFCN
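Measure – % activation relative to 1 µM S1P (100%), per plate · System – stable CHO line with human S1P3, Gα16, NFAT-BLA reporter · Timing – cells plated overnight, compound 4 h 37 °C, substrate 2 h RT · Technique – fluorescent BLA substrate, ex 405 nm, em 460/535 nm ratio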
D1 allo mod: allosteric modulators of human D1 dopamine receptor. P21728. HEK293 D1, CRE-luciferase, dopamine EC30 potentiation; actives deviate in either direction. B-score at 10 µM. 58,000 tested, 5.9% active. AID 641;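 active means luminescence count or its row- and column-corrected plate score outside the 99.7% band of the plate's sample wells, on either side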
S1P1 ag pot: activates or potentiates agonism at human S1P1 receptor; AID 449; 56,000 tested, 0.57% active; S1P1 CRE-bla cells, forskolin, beta-lactamase FRET, potentiator mode; S1P1 agonist co-added at EC20, 2 nM; 100% = saturating reference agonist, 0% = basal; activation, % at 9.5 µM;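 active means activation above a cutoff set at the mean activation of all tested compounds plus 3 SD, cut at about 54% in these data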;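 further: forskolin at 4 µM as EC80 and the EC20 agonist is SEW2871; 100% = SEW2871 at its EC100 plus forskolin at EC80; some compounds past the cut are filed as inactive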
An asterisk follows results filed as active; · = no result given.

| smiles | D1 allo mod | HEK293 NFkB inh | S1P3 ag | S1P1 ag pot | 5-HT1A blocker | 5HT1a ag | 5HT1E antag | HTR1E agonist | Jurkat tox 60K |
| --- | --- | --- | --- | --- | --- | --- | --- | --- | --- |
| CCN1CCN(Cc2ccc(OC)c(OCc3ccccc3)c2)CC1 | -0.12 | 20 | -1.0 | 5 | 6 | -1.5 | -5 | 0.2 | -2 |
| Cc1ccc(-n2nnc3ccccc3c2=O)cc1C | -0.022 | -8 | -0.8 | 22 | 3 | -1.4 | -6 | 1.1 | -2 |
| CSc1nc2sc3c(c2c2nnnn12)CCCC3 | · | · | -1.5 | -9 | · | 10 | -9 | 14* | · |
| CC(=O)N(c1ccc2oc(=O)sc2c1)S(=O)(=O)c1cccs1 | -2 | 11 | 2.1 | -26 | 1 | -2.9 | 6 | 0.4 | 3 |
| O=C(CN1C(=O)NC(Cc2ccccc2)C1=O)NC(=O)NC1CCCCC1 (stereo not drawn) | 0.12 | 7 | -1.1 | -15 | -16 | -2.0 | -1 | -0.5 | -2 |
| CC(C)(C)c1cc(C(=O)N2CCN(c3ncccn3)CC2)ccn1 | -0.15 | 6 | -1.3 | 7 | 0 | -3.2 | -10 | -0.6 | 9 |
| CCOC(=O)N1CCN(c2c(N3CCC(N4CCCCC4)CC3)c(=O)c2=O)CC1 | 0.089 | 1 | -0.2 | -11 | -10 | -3.6 | -6 | 0.9 | -3 |
| Cc1nnc(SCCn2c(N3CCCCC3)nc3c2c(=O)n(C)c(=O)n3C)s1 | 1.4 | 12 | -0.3 | -4 | -16 | 1.8 | 2 | 0.9 | 5 |
| Cc1ccc(S(=O)(=O)NC(=O)N2CCCC(C)(C)C2)cc1 | -6.1* | -1 | -0.1 | -5 | -4 | -5.5 | -5 | -0.6 | -5 |
| CCOc1ccccc1NC(=O)N1CCC(c2nc3ccccc3[nH]2)CC1 | 0.03 | 11 | 0.7 | -10 | 2 | -0.2 | 2 | -0.9 | 6 |
| CCn1c(SCC(=O)N2CCOCC2)nc2c(c1=O)SC(C)C2 (stereo not drawn) | -0.0048 | 9 | -0.6 | -7 | 8 | -0.4 | -3 | -1.3 | -3 |
| CCCn1nc(NC(=O)CC(C)C)c2cc3ccccc3nc21 | · | 5 | · | · | 12 | 2.5 | 15 | 0.4 | · |
| CC(C)C(NC(=O)OCc1ccccc1)C(=O)NCC(=O)OC(C)(C)C (stereo not drawn) | 0.84 | -5 | -1.5 | -8 | -1 | -1.9 | -14 | -0.2 | -2 |
| O=C1C2C3C=CC(C3)C2C(=O)N1c1n[nH]c(CCc2ccccc2)n1 (stereo not drawn) | -0.42 | 10 | -0.1 | 12 | -1 | -0.2 | 6 | -0.3 | -3 |
| COC(=O)c1c(NS(C)(=O)=O)sc2c1CCCC2 | · | 16 | · | · | -7 | -0.2 | 0 | 5.3 | · |
| N#CCCn1nc(-c2ccccc2)cc1-n1c(C(F)(F)F)nc2ccccc21 | -0.3 | 8 | -0.9 | -64 | 9 | -3.1 | -5 | 0.6 | 0 |
| COC(=O)c1ccc2c(c1)NC(=O)C(N1CCCC1)S2 (stereo not drawn) | -0.007 | 9 | · | · | -14 | -0.4 | -5 | -0.3 | · |
| CCOc1ccccc1-n1nnnc1SCC(=O)NC(=O)NCc1ccco1 | -1.5 | 10 | -0.8 | -8 | -2 | 0.7 | 1 | 0.3 | 0 |
| COc1cc(OC)c(NC(=O)CCNS(=O)(=O)c2cc(Br)cnc2N)cc1Cl | -0.27 | -5 | 0.9 | 5 | -110 | -2.0 | 0 | -0.6 | -4 |
| O=C(c1cc2nc(-c3ccco3)cc(C(F)(F)F)n2n1)N1CCCCCC1 | -0.28 | 8 | 0.6 | -14 | -1 | -1.7 | 15 | 0.7 | 5 |
| Cc1cc(C(=O)OCC(=O)NCc2ccco2)c(C)n1-c1ccc(F)cc1 | -0.11 | 30 | -0.6 | 8 | 34 | -2.6 | 37* | -0.8 | 75* |
| CCCCc1cc(=O)oc2cc(C)cc(OC(C)C(=O)O)c12 (stereo not drawn) | -1.4 | 6 | -0.5 | 2 | 4 | 0.1 | 1 | -0.8 | 3 |
| Nc1nnc(SCC(=O)Nc2ccccc2N2CCOCC2)s1 | 0.034 | 14 | -0.2 | 22 | 4 | 0.1 | 5 | 0.0 | 1 |
| O=C(Cc1c(C(=O)O)[nH]c2ccccc12)NC1CCN(Cc2ccccc2)CC1 | 0.51 | -11 | · | · | -1 | -2.0 | 21 | 0.9 | · |
| CC(NC(=O)C1C2C=CC(C2)C1C(=O)O)c1ccccc1 (stereo not drawn) | · | 3 | -1.3 | 7 | -4 | -0.8 | 0 | 0.9 | 1 |
| COCCCNC(=O)CCc1nc(-c2ccccc2Cl)no1 | 0.01 | -7 | 0.1 | -20 | -9 | -0.7 | -9 | 0.1 | -2 |
| COCCOC(=O)C1=C(C)NC2=C(C(=O)CC(c3cccs3)C2)C1c1ccsc1 (stereo not drawn) | -0.76 | 25 | -0.4 | 6 | 2 | 2.6 | 9 | 0.2 | 5 |
| CCN(CC)CCN1C(=O)c2oc3ccccc3c(=O)c2C1c1ccc(F)cc1 (stereo not drawn) | 0.32 | 11 | 0.0 | -15 | -10 | -2.4 | 0 | 0.1 | -2 |
| COc1ccccc1NC(=O)CSc1nnc(C)n1Cc1ccccc1 | 0.26 | 8 | -1.1 | 9 | 0 | -3.5 | 4 | 0.0 | -4 |
| COc1cccc2c(C)nc(Nc3nc(CSc4nnc(C)s4)cc(=O)[nH]3)nc12 | 0.42 | 12 | -1.0 | -12 | 1 | 1.0 | 5 | -0.2 | 7 |
| CC(C)(C)c1csc(NC(=O)c2ccc(Cl)s2)n1 | 0.62 | -4 | 0.2 | 27 | 35 | -1.5 | 19 | -1.3 | 22 |
| Cc1ccc2nc(Nc3nc(=O)c4ccccc4n3C)nc(C)c2c1 | -2.6 | -7 | 0.5 | -10 | 16 | -2.9 | -11 | 0.4 | -10 |
| Cc1ccc2nc(SC(C)C(=O)N3CCCC3)[nH]c2c1 (stereo not drawn) | 0.52 | 0 | 1.3 | 1 | -4 | -1.0 | 0 | 0.0 | 1 |
| COc1ccc(/C=N/n2c(=O)[nH]c3c([nH]c4ccc(C)cc43)c2=O)cc1CN1CCOCC1 | 0.13 | 0 | 0.0 | -6 | -9 | -2.9 | 7 | 0.4 | 4 |
| CCC(=O)N1CCN(CCN=CC2=C(O)CC(c3cccs3)CC2=O)CC1 (stereo not drawn) | -0.0053 | 14 | -1.6 | -1 | -5 | -1.9 | 7 | 0.9 | 9 |
| CN(CCCC(=O)NCc1ccco1)S(=O)(=O)c1ccccc1 | -0.25 | 3 | -0.7 | -12 | -11 | -0.2 | 3 | -0.3 | 3 |
| COc1ccc(N2CCN(C(=O)C3CCC(Cn4c(=S)[nH]c5ccccc5c4=O)CC3)CC2)cc1 (stereo not drawn) | · | 16 | · | · | -6 | 12 | -9 | 2.6 | · |
| O=C(CSc1nc2ccccc2nc1SCC(=O)N1CCOCC1)N1CCOCC1 | 0.48 | 6 | -1.9 | 9 | -8 | 1.3 | -4 | -0.4 | 4 |
| CCOC(=O)c1[nH]nc(C(=O)c2ccc(Br)cc2)c1O | -0.31 | 1 | -1.3 | -23 | 13 | -2.4 | -3 | 0.6 | 9 |
| CN(C)S(=O)(=O)c1ccc(Oc2ccccc2)cc1 | -0.0099 | 2 | -0.3 | · | 5 | -1.7 | 3 | 1.2 | -2 |
| N#CC1=C(N)C(C#N)(C#N)[C@H](c2ccoc2)[C@H]2CN(Cc3ccccc3)CC=C12 | 1.1 | 16 | -0.7 | -16 | -23 | 1.9 | 2 | 1.0 | 13 |
| Cc1cc(NS(=O)(=O)c2ccc(NC(=O)NC3CCCCC3)cc2)no1 | · | 16 | -1.2 | 6 | 0 | -1.7 | 8 | 0.4 | 0 |
| Cc1nn(-c2ccccc2)c2c1/C(=N/O)CC(C)(C)C2 | 12* | 15 | -0.7 | 0 | -3 | -0.9 | 14 | -0.3 | -6 |
| O=C(CCC1COc2ccccc2O1)Nc1ncccc1O (stereo not drawn) | -0.35 | 4 | 0.2 | -2 | -4 | -1.6 | 2 | 0.3 | 6 |
| CCc1nc(NCCN2CCOCC2)c2oc3ccccc3c2n1 | 3.2* | 11 | 0.0 | -30 | 8 | 0.1 | -1 | 1.1 | -5 |
| O=C(CSc1ccccc1)Nc1ccncc1 | 0.065 | 10 | · | · | 9 | 0.6 | 3 | 0.0 | · |
| COc1ccc(CN2C(=O)CN=C2Nc2ccc(C)cc2C)cc1 | 1.1 | 14 | · | · | -10 | -2.9 | 0 | 0.3 | · |
| CCCCSc1nnc(-c2ccc(NC(=O)CC)cc2)n1C | -0.5 | 0 | -0.3 | · | 5 | -1.8 | 2 | 0.6 | -2 |
| CCOC(=O)c1cc2c(=O)n3ccccc3nc2n(Cc2ccccc2Cl)c1=N | · | · | -1.0 | 6 | · | 5.2 | 0 | 0.3 | · |
| CCOC(=O)C(NC(=O)c1ccccc1)(N1CCOCC1)C(F)(F)F (stereo not drawn) | -0.22 | 11 | 0.4 | -9 | 2 | -3.8 | 9 | 1.1 | -6 |

(next part)
| smiles | D1 allo mod | HEK293 NFkB inh | S1P3 ag | S1P1 ag pot | 5-HT1A blocker | 5HT1a ag | 5HT1E antag | HTR1E agonist | Jurkat tox 60K |
| --- | --- | --- | --- | --- | --- | --- | --- | --- | --- |
| CCS(=O)(=O)NCCc1csc(C)n1 | 0.67 | 8 | -0.4 | -21 | -12 | -1.5 | -6 | 0.0 | 3 |
| COc1ccc(-c2oc(/N=C/N3CCOCC3)c(C#N)c2-c2ccc(OC)cc2)cc1 | · | 25 | · | · | 17 | 0.4 | -4 | -1.1 | · |
| N#Cc1nc(-c2ccc(OCc3ccccc3)cc2)oc1N1CCC(C(N)=O)CC1 | -0.39 | 19 | -0.3 | 14 | 18 | 0.3 | -2 | 0.6 | -4 |
| Cc1ccc(C(=O)Nc2ccc(N3CCOCC3)cc2)cc1 | 0.28 | -11 | -1.5 | -13 | 1 | -1.3 | 1 | 0.1 | -6 |
| CCCCn1c(SCc2nnc(-c3ccccc3)o2)nc2c1c(=O)n(C)c(=O)n2C | 0.028 | 8 | 0.1 | -14 | -1 | -3.1 | 3 | 0.0 | -5 |
| Cc1ccc(CC(=O)OCCNC(=O)c2cccnc2)cc1 | 0.39 | 12 | -0.3 | 8 | 0 | 1.2 | 1 | 1.0 | 1 |
| Nc1cc(=O)[nH]n1C1CCN(c2ccccc2)CC1 | 0.23 | 12 | -0.1 | -15 | 1 | -1.4 | -9 | -0.5 | 4 |

A different layout for 2 compounds above.
Sequence of screens: D1 allo mod	HEK293 NFkB inh	S1P3 ag	S1P1 ag pot	5-HT1A blocker	5HT1a ag	5HT1E antag	HTR1E agonist	Jurkat tox 60K
- N#Cc1nc(-c2ccc(OCc3ccccc3)cc2)oc1N1CCC(C(N)=O)CC1
  -0.39	19	-0.3	14	18	0.3	-2	0.6	-4
- Cc1ccc(C(=O)Nc2ccc(N3CCOCC3)cc2)cc1
  0.28	-11	-1.5	-13	1	-1.3	1	0.1	-6
